# PfM18AAP inh: PfM18AAP enzyme inhibition | hit rate 1.2% among 290,000 | inhibition, % at 7.35 µM | recombinant PfM18AAP, H-Glu-NHMec fluorogenic cleavage;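 active = inhibition above the campaign mean inhibition over all tested compounds plus 3 SD, cut at about 28% in these data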;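 also: 0% = plate median of test compound wells and 100% = 2 mM ZnCl2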
# MEKK2 WT-MEK5: raises or lowers MEK5 binding to wildtype human MEKK2 PB1 domain | bead flow cytometry, Alexa488-MEK5 binding to MEKK2 WT; actives lie on both sides | hit rate 1.1% among 290,000 | Q9Y2U5 | AID 1531 | binding response (% of control), % at 10 µM; in the data active = binding response below about 67% or above about 130%
# GalR3 antag: antagonists of human GalR3; O60755; HEK293 GalR3-CNG cAMP membrane potential fluorescence; galR3 body fused to GalR1 C-terminus; inhibition, % at 3 µM; hit rate 0.44% among 360,000;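 active = inhibition above the screen-wide average plus 3 SD, cut at about 13% in these data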;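 also: forskolin and galanin both at EC90 stimulate the cells; cAMP rise reported by CNG channel membrane potential dye signal; 0% = forskolin plus galanin with DMSO and 100% = forskolin alone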
# Target sequence (O60755 1-299 limits assumed): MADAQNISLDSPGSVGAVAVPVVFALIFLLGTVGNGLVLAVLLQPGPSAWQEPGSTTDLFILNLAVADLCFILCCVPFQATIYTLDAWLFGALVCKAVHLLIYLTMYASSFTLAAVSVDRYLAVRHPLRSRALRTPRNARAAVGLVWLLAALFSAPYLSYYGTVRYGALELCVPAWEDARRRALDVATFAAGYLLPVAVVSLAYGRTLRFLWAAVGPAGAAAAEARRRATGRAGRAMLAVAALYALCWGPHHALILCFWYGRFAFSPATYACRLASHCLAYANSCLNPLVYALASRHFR
# NALP1 yeast inh: inhibitors of NALP1 inflammasome in yeast | AID 2071 | S. cerevisiae NALP1/ASC/caspase-1 growth, X-gal OD620, 72 h | hit rate 0.61% among 280,000 | inhibition, % at 10 µM; in the data active = inhibition mostly above about 24%, no sharp cut-off; inactive = mostly below about 32%; also: some compounds called inactive have numbers as strong as hits
# MEKK2 mut-MEK5: signal of MEK5 binding to mutant human MEKK2 PB1 domain | percent response, % at 10 µM | hit rate 0.35% among 290,000 | bead flow cytometry, Alexa488-MEK5 binding to MEKK2 mutant; in the data active = percent response above about 24%, passing the limit was not always enough; also: inactives centre near 1; some results filed as inactive read as strong as hits
# OXTR agonist: activates the human oxytocin receptor. P30559. CHO-OTR cells, Fluo-8 calcium fluorescence; normalized: DMSO 0%, oxytocin 100%. activation, % at 3 µM. hit rate 0.32% among 320,000;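 active = activation above the mean of all tested compounds plus 3 SD, cutoff set per screening run, cut at about 20% in these data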;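 also: peak over basal fluorescence ratio from a 100 s FLIPR kinetic read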
# Target sequence (P30559 whole entry, looked up): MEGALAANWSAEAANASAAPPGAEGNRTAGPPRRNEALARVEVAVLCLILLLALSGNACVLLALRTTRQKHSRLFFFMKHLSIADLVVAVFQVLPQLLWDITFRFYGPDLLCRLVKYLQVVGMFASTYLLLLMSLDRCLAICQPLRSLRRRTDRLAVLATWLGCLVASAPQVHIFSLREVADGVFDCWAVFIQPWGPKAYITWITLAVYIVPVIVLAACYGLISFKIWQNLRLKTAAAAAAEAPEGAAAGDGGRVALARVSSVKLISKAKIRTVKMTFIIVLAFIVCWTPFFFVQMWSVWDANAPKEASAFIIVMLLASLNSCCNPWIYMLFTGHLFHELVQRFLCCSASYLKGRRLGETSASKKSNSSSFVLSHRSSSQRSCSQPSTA
# V1R ag counter: activates human V1a receptor in oxytocin agonist counter-screen; CHO-V1R cells, Fluo-8 calcium fluorescence, agonist mode; 0% DMSO, 100% 3 nM vasopressin; hit rate 0.25% among 320,000; activation, % at 3 µM; P37288;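 active = activation above the mean activation of all tested compounds plus 3 SD, per screening run, cut at about 20% in these data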;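 also: signal is peak over basal fluorescence ratio across a 100 second FLIPR read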
# GPR7 antagonist: blocks human GPR7 receptor signaling; P48145; GPR7-expressing cells, fluorescence antagonist assay; inhibition, % at 4.4 µM; hit rate 1.1% among 290,000; in the data active = inhibition above about 16%, passing the limit was not always enough;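 also: cells stimulated with the agonist NPW; 0% = agonist with vehicle and 100% = vehicle without agonist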
# Target sequence (P48145 whole entry, looked up): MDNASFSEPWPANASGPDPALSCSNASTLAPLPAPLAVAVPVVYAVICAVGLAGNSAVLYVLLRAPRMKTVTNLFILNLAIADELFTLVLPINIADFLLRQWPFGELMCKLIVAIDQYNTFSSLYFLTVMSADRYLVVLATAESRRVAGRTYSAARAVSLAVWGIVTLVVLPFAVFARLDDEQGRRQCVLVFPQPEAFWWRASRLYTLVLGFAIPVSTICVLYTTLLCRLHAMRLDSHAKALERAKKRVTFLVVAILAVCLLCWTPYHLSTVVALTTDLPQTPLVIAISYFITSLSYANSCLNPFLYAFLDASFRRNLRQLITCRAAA
# OXTR potentiate: human OXTR potentiation; hit rate 0.061% among 320,000; activation, % at 3 µM; P30559; CHO-OTR cells, Fluo-8 calcium fluorescence, potentiator mode; 0% = oxytocin EC15, 100% = EC100;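 active = activation above that plate's cutoff, the mean activation of tested compounds plus 3 SD, cut at about 6.6% in these data, passing the limit was not always enough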;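 also: 100% uses oxytocin at 75 nM as the full agonist control; some results filed as inactive read as strong as hits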
#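 Assay system: CHO cell line stably expressing human OTR | Also added: Oxytocin at about EC15, sub-maximal agonist stimulus | Times: Compound 6 min at room temperature before oxytocin, 100 s read | Measured by: Fluo-8 intracellular calcium fluorescence, ex 470-495, em 515-575 nm | Controls: EC15 oxytocin alone as 0%, 75 nM oxytocin as 100%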
# * = called active by the depositor; . = not tested or not shown; & = joins results of further samples.
# The opening two entries (preview)
structure	PfM18AAP inh	MEKK2 WT-MEK5	GalR3 antag	NALP1 yeast inh	MEKK2 mut-MEK5	OXTR agonist	V1R ag counter	GPR7 antagonist	OXTR potentiate
CCOC(=O)C1(Cc2cccc(OC)c2)CCN(Cc2cccn2-c2ccccn2)CC1	-18	102	-12	9	6	0.7	2.3	15	-5
Cc1nc2c(ncn2-c2ccccc2)c(=O)n1NC(=O)CN1CCCCC1	-2	103	-2	23	0	-1.3	8.7	-14	-9

# This part in full, from the start:
structure	PfM18AAP inh	MEKK2 WT-MEK5	GalR3 antag	NALP1 yeast inh	MEKK2 mut-MEK5	OXTR agonist	V1R ag counter	GPR7 antagonist	OXTR potentiate
CCOC(=O)C1(Cc2cccc(OC)c2)CCN(Cc2cccn2-c2ccccn2)CC1	-18	102	-12	9	6	0.7	2.3	15	-5
Cc1nc2c(ncn2-c2ccccc2)c(=O)n1NC(=O)CN1CCCCC1	-2	103	-2	23	0	-1.3	8.7	-14	-9
Cc1ccc(SC(C)C(=O)Nc2cccnc2)cc1 (configuration not stated)	-8	91	-2	14	-6	-1.2	0.2	0	-6
Cn1c(=O)c2c(nc(SCC(=O)NC3CCCC3)n2C)n(C)c1=O	-3	94	-8	20	-7	1.3	1.2	9	-9
Nc1nc(CN2CCN(c3ccccn3)CC2)nc(Nc2ccc(Cl)cc2)n1	-1	111	-6	8	3	-1.8	1.8	-12	1
CC(=O)c1c(C)n([O-])c2ccccc2[n+]1=O	10	95	-2	30	-1	0.1	0.9	-3	-4
Cc1cc(C)cc(OCC(=O)Nc2ccc3c(c2)C(=O)c2ccccc2C3=O)c1	-2	104	-1	8	0	0.1	0.8	-11	-1
COc1cc(/C=N/N2C(=O)CSC2=S)cc(Br)c1O	27	96	-10	-14	-2	.	.	-3	.
CCc1ccccc1S(=O)(=O)Cc1ccc(C(=O)N2CCN(c3ccccn3)CC2)o1	-7	103	-3	4	3	0.3	0.8	-9	-3
CC(Sc1n[nH]c(N)n1)C(=O)C12CC3CC(CC(C3)C1)C2 (configuration not stated)	-5	101	-4	16	3	-1.2	-0.5	-7	-20
CN(C)CCCN(Cc1cc2cc3c(cc2[nH]c1=O)OCCO3)C(=O)NC1CCCCC1	11	102	-7	.	1	-0.7	-0.1	-10	-5
Cc1ccc(S(=O)(=O)c2nc(-c3ccccc3Cl)oc2NCCCN2CCOCC2)cc1	-8	99	-4	24	-1	1.5	0.1	1	-3
O=S(=O)(c1cccc(-c2nnc(SC(F)F)n2-c2ccccc2)c1)N1CCCCC1	-14	100	0	-3	1	-2.9	-1.3	9	6
CCc1nc(SCC(=O)NCC2CCCO2)c2c(=O)n(C)c(=O)n(C)c2n1 (configuration not stated)	-10	103	-2	12	9	-0.2	-0.2	-4	-3
CC(/C=N/NC(=O)CNc1n[nH]c(=O)[nH]c1=O)c1ccccc1 (configuration not stated)	1	97	1	-8	-5	1.1	0.7	-3	1
CN(C)c1ccc(NC(=O)CN2CCC(NC(=O)C3CCCCC3)CC2)cc1	4	137*	2	-15	30*	0.0	0.4	3	-4
O=C(Nc1cc(C(F)(F)F)ccc1Cl)C(Sc1n[nH]c(=O)[nH]c1=O)c1ccccc1 (configuration not stated)	2	90	-2	-5	-13	0.5	-0.3	-5	-19
O=C(NCCc1ccc(C(F)(F)F)cc1)C1CCC(=O)N(C2CC2)C1 (configuration not stated)	-4	106	-1	5	7	-0.1	0.8	-9	-1
COc1ccc(SCCC(=O)NCc2ccncc2)cc1	3	95	-4	22	-14	0.2	-0.7	3	4
CCOC(=O)N1CCN(C(=O)C2CCCN(S(=O)(=O)c3cc(C)ccc3OC)C2)CC1 (configuration not stated)	-9	96	-1	-4	-3	-1.2	0.1	-15	-4

# (listing goes on)
structure	PfM18AAP inh	MEKK2 WT-MEK5	GalR3 antag	NALP1 yeast inh	MEKK2 mut-MEK5	OXTR agonist	V1R ag counter	GPR7 antagonist	OXTR potentiate
CCCC(=O)OCC(=O)NC1CCCc2ccccc21 (configuration not stated)	-2	105	4	11	-1	-0.8	-0.3	0	-13
CS(=O)(=O)N1CCC(Oc2ccccc2C(=O)N2CCN(CC3CC3)CC2)CC1	2	93	-5	-4	-9	-0.6	-0.8	-2	-12
Cc1ccc(/C=N/N2C(=O)c3ccccc3NC2c2ccc(C)cc2)cc1 (configuration not stated)	-6	105	0	22	0	-1.8	-0.8	1	-5
CS(=O)(=O)N(CC(=O)NCCSCc1c(F)cccc1Cl)c1cccc([N+](=O)[O-])c1	-1	102	-1	4	1	2.3	3.2	-4	-6
Cc1cc2c(cc1C)/C(=C\C(N)=O)NC(C)(C)C2	-7	106	-2	19	6	-1.4	-0.3	3	8
COc1cc2c(cc1OC)/C(=C/C#N)NC(C)(C)C2	-13	105	-1	7	1	-1.9	-0.1	0	-17
Cc1cc(Cl)ccc1NC(=S)N1CCN(C(=O)C2CCCO2)CC1 (configuration not stated)	2	93	-3	10	-2	0.5	0.2	-12	-7
COc1ccc(C(=O)OCC(=O)C(C)(C)C)cc1S(=O)(=O)N(C)CCc1cccnc1	4	110	-7	18	11	2.8	7.9	-7	-3
CCOc1cc(/C=N/NC(=O)c2ccncc2)ccc1OC(=O)c1ccco1	3	109	-2	6	5	-0.8	0.2	-14	-6
C/C(=N/Oc1nc(C)cc(C)n1)c1ccc(Cl)cc1Cl	-1	90	-3	12	-4	-1.2	-0.8	-6	-6
COc1ccc(/C=C/C(=O)c2cc3c(cc2N)OCO3)cc1	14	95	-5	9	-5	-1.4	0.2	3	-24
O=Cc1cc([N+](=O)[O-])ccc1N1CCN(Cc2ccc3c(c2)OCO3)CC1	-2	99	-6	15	3	9.9	5.6	13	-21
CCOC(=O)Cc1csc(NC(=S)NC(=O)c2ccccc2)n1	-5	108	-3	1	0	-0.3	1.0	-6	-7
CCCCCn1c(=S)[nH]c2cc(C(=O)N3CCCC3)ccc2c1=O	2	100	-2	11	8	-0.1	0.8	-17	-5
CCN(CC)C(=O)c1ccc2c(c1)N(Cc1ccccc1)C(=O)CS2=O (configuration not stated)	54*	92	-1	12	-12	-0.2	-1.1	7	0
Cc1ccc(S(=O)(=O)c2c(C(=O)c3ccccc3)cnc3cc4c(cc23)OCCO4)cc1	-8	99	0	20	3	-1.9	1.4	1	-4
O=C1CSC(c2ccccc2[N+](=O)[O-])N1c1ccccc1 (configuration not stated)	7	103	0	-2	2	-0.7	-0.1	-27	-10
Cc1cccc2nc(-c3ccccc3)nc(N[C@@H](CO)c3ccccc3)c12	4	98	1	21	-2	-0.5	0.6	0	-6
CCC(CCC(=O)Nc1nncs1)C(=O)O (configuration not stated)	-4	91	.	-6	-8	.	.	-3	.
Cn1nc(-c2ccc(Cl)cc2)c2cc(C(=O)N3CCN(c4ccccn4)CC3)sc21	4	103	.	6	3	2.5	-0.3	-5	-6

# (more compounds)
structure	PfM18AAP inh	MEKK2 WT-MEK5	GalR3 antag	NALP1 yeast inh	MEKK2 mut-MEK5	OXTR agonist	V1R ag counter	GPR7 antagonist	OXTR potentiate
O=[N+]([O-])c1ccc(-c2ccc(/C=N/Nc3nc(N4CCCCC4)nc(N4CCCCC4)n3)o2)cc1	1	101	-2	5	99*	.	.	0	.
Clc1ccc(/C=N/Nc2nnc(-c3ncc[nH]3)c3ccccc23)cc1	9	99	-6	6	2	-2.0	-1.5	-6	2
CCCc1nc(SCc2ccccn2)c2c(=O)n(C)c(=O)n(C)c2n1	1	111	.	0	11	-3.1	-0.8	-11	3
C[C@H](CO)N1C[C@H](C)[C@@H](CN(C)S(=O)(=O)c2ccc(F)cc2)Oc2ccc(NS(=O)(=O)c3ccc(F)cc3)cc2C1=O	.	.	1	.	.	1.4	1.1	.	-1
O=C(NCCc1ccccc1)C1c2ccccc2C(=O)N1C1CC1 (configuration not stated)	-2	107	-4	2	4	0.4	0.7	-7	0
Oc1ccc(Br)cc1-c1nc2cnccn2c1NC1CCCCC1	4	102	-8	-6	6	-1.6	-0.7	-7	-9
Cc1c(Br)c(C(F)(F)F)nn1CC(=O)NCc1ccccc1	3	102	-6	32	0	-0.4	-0.8	4	0
Cc1ccc(CN2C(=O)C(Cc3ccccc3)Nc3ncnc(N4CCCCC4)c32)cc1 (configuration not stated)	.	.	2&-7	.	.	-2.7	-0.3	.	-14
CCCOc1ccc(CCC(=O)O)cc1	-16	94	-7	18	-6	0.2	0.3	0	-5
CCN(CC)CCn1c2c(c(SCC(=O)Nc3nc(C)cs3)nc1=O)CCC2	.	.	-2	.	.	-1.5	-0.2	.	-1
O=C(CCCN1C(=O)/C(=C/c2cccs2)SC1=S)Nc1cccc(C(=O)O)c1	3	109	2	12	0	0.6	1.5	-7	-7
Cc1cc(C(=O)OCC(=O)Nc2cc(Cl)ccc2C)c(C)o1	.	.	-8	.	.	-2.6	-0.3	.	-4
COc1ccc(CC(=O)Nc2ccc(S(=O)(=O)Nc3cc(C)on3)cc2)cc1	-3	102	-3	12	0	0.4	0.5	0	-7
Cc1occc1C(=O)NNC(=O)C(c1ccccc1)c1ccccc1	10	103	-5	20	10	0.7	0.0	8	-4
c1ccc2c(c1)Cn1nc(Cc3nc4c(s3)CCCC4)nc1-2	-1	103	-2	-1	1	-0.4	1.4	-10	-4
Cc1ccc2nc(-c3ccc(Br)cc3)cn2c1	4	101	-9	.	2	-2.0	-0.7	-13	-11
Cc1ccccc1NC(=O)COC(=O)Cc1cccc(C(F)(F)F)c1	-4	113	1	36	14	-1.9	-1.2	0	-7
COc1ccccc1-c1ccc(SCc2ccccc2F)nn1	-2	100	-4	24	-4	-2.4	-0.6	4	-3
OCc1nc2ccccc2n1CC(O)Cn1ccc2ccccc21 (configuration not stated)	4	110	0	18	16	6.0	5.3	-8	-17
Cc1cc(C)n(CC(=O)NNC(=O)c2cccc(C(F)(F)F)c2)n1	1	113	2	15	9	-0.8	-0.2	-22	1

# The list goes on.
structure	PfM18AAP inh	MEKK2 WT-MEK5	GalR3 antag	NALP1 yeast inh	MEKK2 mut-MEK5	OXTR agonist	V1R ag counter	GPR7 antagonist	OXTR potentiate
CCOc1ccc(N(CC(=O)NC2CC3CCC2C3)S(=O)(=O)c2ccc(C)cc2)cc1 (configuration not stated)	-1	97	-3	22	-6	-0.1	2.3	-11	-14
O=C(Nc1cccc(C(F)(F)F)c1)c1ccc2nc(N3C(=O)CCC3=O)sc2c1	5	89	-3	1	-2	-0.4	-0.4	-10	2
COc1ccccc1NC(=S)N1CCC(c2nc3ccccc3o2)CC1	3	105	-3	10	6	0.3	0.3	3	-6
NC(=O)c1cccc(NC(=O)Nc2ccc(Cl)cc2)c1	-3	102	-10	25	1	-1.0	-0.3	-4	-8
Cc1cc(N2CCOCC2)n2nc(C)c(-c3ccccc3Cl)c2n1	7	96	-8	25	-8	.	.	4	.
O=C(NCc1nc(-c2ccc(Cl)cc2)no1)c1ccc2c(c1)OCO2	-1	100	-11	2	0	0.8	2.2	13	-9
CCn1c2ccccc2c2cc(NC(=O)COC(=O)Cc3cn4ccsc4n3)ccc21	-6	102	2	11	6	.	.	-8	.
Cc1ccc(C)c(C(=O)C(C)Sc2nc3nn(-c4ccccc4)c(=O)c-3c3n2CCCCC3)c1 (configuration not stated)	1	90	-3	15	-7	-0.9	0.4	-6	7
Oc1c(Br)cc(/C=N/n2c(-c3ccccc3)n[nH]c2=S)cc1Br	20	104	-6	-3	5	.	.	-10	.
CC(=O)c1ccc(NC(=O)CSc2ccc(-c3sc(C)nc3C)nn2)cc1	-11	103	-5	18	1	5.8	8.0	26*	-11
Cc1ccc2cc(C=O)c(N(C)C)nc2c1	8	104	1	30	1	0.8	2.0	7	-10

# Source: PubChem BioAssay (several laboratories)
